Screening data (PubChem)
TbREL1 inh – TbREL1 inhibition, primary screen | TbREL1 RNA ligation, FRET fluorescence | inhibition, % at 9.66 µM | P86926 | AID 1117264 | 0.49% of 89,000 active;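 active means inhibition above the mean inhibition across all screened compounds plus 3 SD, cut at about 11% in these data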;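 further: 0% = plate median of test wells and 100% = NSC42067 control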
Target sequence (P86926 whole entry, looked up): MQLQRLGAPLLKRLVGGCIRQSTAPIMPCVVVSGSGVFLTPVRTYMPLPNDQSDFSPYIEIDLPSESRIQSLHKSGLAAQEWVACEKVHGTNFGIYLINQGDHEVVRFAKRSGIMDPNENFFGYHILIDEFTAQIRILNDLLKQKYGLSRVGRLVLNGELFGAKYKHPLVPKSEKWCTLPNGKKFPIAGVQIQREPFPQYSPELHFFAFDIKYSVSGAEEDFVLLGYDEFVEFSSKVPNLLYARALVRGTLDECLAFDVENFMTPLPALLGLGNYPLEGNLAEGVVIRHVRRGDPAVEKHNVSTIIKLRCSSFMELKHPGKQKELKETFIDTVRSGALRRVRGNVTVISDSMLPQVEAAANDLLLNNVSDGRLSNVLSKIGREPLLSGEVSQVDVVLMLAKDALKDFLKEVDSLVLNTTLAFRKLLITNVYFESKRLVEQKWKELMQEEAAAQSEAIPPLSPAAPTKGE
An asterisk follows results filed as active. This is a subset; the hit share may differ from the screen's.

canonical_smiles	TbREL1 inh
C[C@H](CO)N1C[C@H](C)[C@@H](CN(C)C(=O)Nc2ccc(C(F)(F)F)cc2)Oc2c(NC(=O)CCC(F)(F)F)cccc2C1=O	0
COc1cc(CC(=O)OCC(=O)NCc2ccc(C)cc2)cc(OC)c1OC	0
Cc1nc(SCC(=O)NCC2CCCO2)c2c3c(sc2n1)CCCC3 (stereo not drawn)	-2
COc1ccc(OC)c(NC(=O)CNC(=O)Cn2ccc3ccccc3c2=O)c1	0
COc1cc(CNC(=O)Nc2nc(C(N)c3ccccc3)cs2)cc(OC)c1OC (stereo not drawn)	5
CCN1CCN(c2cc(C)c3cc(NC(=S)N(CC)CC)ccc3n2)CC1	2
C=CCn1c(COc2ccccc2)nnc1SCC(=O)Nc1ccc(S(=O)(=O)Nc2cc(C)nc(C)n2)cc1	-3
O=C(NC1CCCCC1)C(c1cccs1)N(CC1CCCO1)C(=O)c1csnn1 (stereo not drawn)	-2

The results go on.
canonical_smiles	TbREL1 inh
O=C(Cc1c[nH]c2ccccc12)Nc1nccs1	2
CN(C)C(=O)c1ccc(-c2cc3onc(-c4ccccc4)c3c(=O)n2C)cc1	-1
COc1ccc(CN2CCOC2=O)cc1OC	0
COc1cc(OC)c(OC)cc1CNCC1COc2ccccc2O1 (stereo not drawn)	-4
NC(=O)CSc1nnc(-c2ccco2)n1N	1
COc1ccc2[nH]c(C(=O)NCc3ccc4c(c3)OCO4)cc2c1	-4
C[C@@H]1CN([C@H](C)CO)C(=O)c2cc(NC(=O)Nc3ccc(C(F)(F)F)cc3)ccc2O[C@H]1CN(C)S(=O)(=O)c1cccs1	0
CCCS(=O)(=O)N1CCN(C(=O)c2ccccc2F)CC1	-1

New compounds follow
canonical_smiles	TbREL1 inh
COc1ncnc2c1ncn2CCCNCc1ccc(C)o1	-3
CNC(=O)CN(C)S(=O)(=O)c1ccc(F)cc1	0
COc1ccc(N2CC(C)Cn3c2nc2c3c(=O)n(Cc3ccccc3F)c(=O)n2C)c(OC)c1 (stereo not drawn)	-2
CCCn1c(Nc2ccc(Cl)cc2)nc2ccccc21	2
Cc1noc(NS(=O)(=O)c2ccc(NC(=O)CS(=O)(=O)c3ccccc3)cc2)c1C	-3
Cn1c(SCC(=O)N/N=C/c2cc([N+](=O)[O-])ccc2O)nnc1-c1ccccc1	9
O=C(Nc1cccnc1)C1CCC(CNS(=O)(=O)c2cccc3nsnc23)CC1 (stereo not drawn)	-3
CCC(CC)NC(=O)CSc1ccc(S(=O)(=O)N2CCCCC2)cn1	2

(continued)
canonical_smiles	TbREL1 inh
CCCOc1ccc(CNC(=O)Cn2ncc3ccccc32)cc1	-3
Cc1ccc(C2c3c(oc4ccccc4c3=O)C(=O)N2c2nnc(C(C)C)s2)o1 (stereo not drawn)	3
CCC(Sc1nc(C)cc(C)n1)C(=O)Nc1ccc(S(N)(=O)=O)cc1 (stereo not drawn)	1
COc1cccc(C(=O)NCCS(=O)(=O)NC(C)CCc2ccccc2)c1 (stereo not drawn)	14*
NC(=O)NC(=O)C(Nc1ccc2c(c1)CCC2)c1ccccc1 (stereo not drawn)	-4
N#C/C(=C/c1cn(-c2ccccc2)nc1-c1cccc(OCc2ccccc2)c1)C(=O)NCCCn1ccnc1	2
CCOC(=O)c1cc(C)sc1/N=C/C1=C(O)CCCC1=O	-3
CCC/C(C#Cc1cc(OC)cc(OC)c1)=C1/c2ccccc2C(=O)N1c1ccccc1	4

Carrying on.
canonical_smiles	TbREL1 inh
CC1CCN(C(=O)CSc2nnc(Cc3cccn3C)n2CCc2ccccc2)CC1	-8
COC(=O)c1ccc(NC(=O)c2ccc3nc(C)sc3c2)cc1	-3
CCCC(=O)Nc1ccc(C(=O)NNC(=O)c2cccc([N+](=O)[O-])c2)cc1	6
O=C(CC1C(=O)OCC2CCCCN21)Nc1ccccc1C(F)(F)F (stereo not drawn)	7
COc1ccc(S(=O)(=O)N2CCC(C)CC2)cc1Br	0
COc1cccc(=O)c2c(C)n(C)c(C)c12	1
Cc1ccc(-n2c(SCc3nc4ccccc4[nH]3)nnc2-c2ccccn2)cc1	0
CC(C)[C@H](NC(=O)c1ccccc1)C(=O)OCC(=O)c1c(N)n(C)c(=O)n(C)c1=O	4

Next section
canonical_smiles	TbREL1 inh
CCN(CC)S(=O)(=O)c1ccc(NC(=O)COC(=O)c2c[nH]c(=O)[nH]c2=O)cc1	7
CC(=O)C[C@H]1c2cc(C(F)(F)F)ccc2S(=O)(=O)N1c1ccc(N(C)C)cc1	-5
O=C(Nc1nc2ccccc2[nH]1)c1ccc(Cl)cc1	-1
COC(=O)CSc1ccnc2cc(Cl)ccc12	0
COc1ccc(CN2CCC(CNS(=O)(=O)c3cccc(C(F)(F)F)c3)CC2)cc1	7
NC(=O)C1CCN(C(c2ccccc2Cl)c2nnnn2Cc2ccc3c(c2)OCO3)CC1 (stereo not drawn)	0
Cc1cccnc1NC(=O)Cn1nc([N+](=O)[O-])cc1C	-1
COc1ccc(Cc2c(-c3ccc(C)cc3)nc3ccc(Cl)cn23)c(C)c1	4

The list goes on.
canonical_smiles	TbREL1 inh
CCOC(=O)c1c(C)c(C(=O)NCc2cccs2)c(C)n1C	1
CCN(Cc1ccccc1)C(=O)COC(=O)c1n[nH]c2ccccc12	-1
CC(C)C[C@H]1CN=C(Nc2ccccc2)N1CC1CCCCCC1	10
Cc1ccc(CNC(=O)C2CC3Cn4c(nc5cc(C)c(C)cc54)C3N2C)o1 (stereo not drawn)	-3
O=C(CN1C(=O)COc2ccc(S(=O)(=O)N3CCCCC3)cc21)NCc1ccc(F)cc1	-1
COc1ccc(CCCC(=O)N/N=C/c2ccccc2OC)cc1	1
O=C(CSC1=NS(=O)(=O)c2cc(F)ccc2N1)Nc1ccccc1	-2
O=C(CC1Sc2ncnn2C1=O)Nc1ccc(Br)cc1 (stereo not drawn)	1

Following part.
canonical_smiles	TbREL1 inh
C/C(=N\Nc1nnc(C)c(=O)[nH]1)C(=O)O	5
COc1ccc2c(C)cc(N3CCOCC3)nc2c1	0
Cc1ccc(NC(=O)C2CC(=O)N/C(=N/NC(=O)c3ccc(C)cc3)S2)cc1 (stereo not drawn)	0
O=C(CSc1nc(-c2ccccc2)cc(=O)[nH]1)Nc1ccc(F)c(F)c1	5
CCCCNC(=O)C(NC(=O)c1cccc(C(F)(F)F)c1)C(=O)c1ccccc1 (stereo not drawn)	0
COc1ccc(-c2noc(CNC(=O)c3ccoc3C)n2)cc1	15*
COc1ccc(C(=O)NN2CC(O)=C(c3nc4ccccc4n3C)C2=N)cc1OC	0
COc1ccc(C(=O)C2CCCN(C(=O)c3cccnc3OC)C2)c(C)c1 (stereo not drawn)	-2

An excerpt from above in order of molar mass, smallest number first.
canonical_smiles	TbREL1 inh
C/C(=N\Nc1nnc(C)c(=O)[nH]1)C(=O)O	5
COc1ccc2c(C)cc(N3CCOCC3)nc2c1	0
Cc1cccnc1NC(=O)Cn1nc([N+](=O)[O-])cc1C	-1
COc1ccc(-c2noc(CNC(=O)c3ccoc3C)n2)cc1	15*
CCOC(=O)c1c(C)c(C(=O)NCc2cccs2)c(C)n1C	1
COc1ccc(CCCC(=O)N/N=C/c2ccccc2OC)cc1	1
CC(C)C[C@H]1CN=C(Nc2ccccc2)N1CC1CCCCCC1	10
O=C(CC1Sc2ncnn2C1=O)Nc1ccc(Br)cc1 (stereo not drawn)	1
O=C(CSC1=NS(=O)(=O)c2cc(F)ccc2N1)Nc1ccccc1	-2
COc1ccc(C(=O)C2CCCN(C(=O)c3cccnc3OC)C2)c(C)c1 (stereo not drawn)	-2
O=C(CSc1nc(-c2ccccc2)cc(=O)[nH]1)Nc1ccc(F)c(F)c1	5
COc1ccc(Cc2c(-c3ccc(C)cc3)nc3ccc(Cl)cn23)c(C)c1	4
Cc1ccc(CNC(=O)C2CC3Cn4c(nc5cc(C)c(C)cc54)C3N2C)o1 (stereo not drawn)	-3
Cc1ccc(NC(=O)C2CC(=O)N/C(=N/NC(=O)c3ccc(C)cc3)S2)cc1 (stereo not drawn)	0
CCCCNC(=O)C(NC(=O)c1cccc(C(F)(F)F)c1)C(=O)c1ccccc1 (stereo not drawn)	0
COc1ccc(C(=O)NN2CC(O)=C(c3nc4ccccc4n3C)C2=N)cc1OC	0
O=C(CN1C(=O)COc2ccc(S(=O)(=O)N3CCCCC3)cc21)NCc1ccc(F)cc1	-1

Taken from above for reference:
canonical_smiles	TbREL1 inh
C/C(=N\Nc1nnc(C)c(=O)[nH]1)C(=O)O	5
COc1ccc2c(C)cc(N3CCOCC3)nc2c1	0

More entries:
canonical_smiles	TbREL1 inh
O=C(O)CC1c2ccccc2C=Cc2ccccc21	1
CC(C)(C)OC(=O)C[C@@H]1C/C=C\C[C@H](CC(=O)N[C@@H](CO)Cc2ccccc2)C(=O)N[C@H](Cc2ccccc2)COC1=O	-1
Cc1nc(CCNC(=O)CC2C(=O)NCCN2Cc2ccccc2)sc1C (stereo not drawn)	-2
O=C(NCCN1CCOCC1)Nc1ccccc1	0
C=CCNC(=O)c1ccc2c3n(nc2c1)-c1ccccc1CO3	-1
CCCc1cc(=O)c2ccc(OC/C(C)=N/O)cc2o1	0
COc1ccc(C(=O)N/N=C/c2cn[nH]c2-c2ccc(OC)cc2OC)cc1	0
COC(=O)Nc1ccc(N2CCOCC2)c(S(=O)(=O)N2CCOCC2)c1	-1

Continuation:
canonical_smiles	TbREL1 inh
CC1CN(C(=O)CSc2ncnc3sccc23)CC(C)O1 (stereo not drawn)	-1
CCOC(=O)N1CCN(C(=O)CCS(=O)(=O)c2cc3c(cc2Cl)NC(=O)CO3)CC1	-2
COC(=O)[C@]12C[C@H](CC(=O)NCc3ccc(C)o3)C(=O)N(Cc3ccco3)C1=C[C@H](C1CCCC1)O[C@@H]2C	8
COc1cc(/C=N/N2CCN(Cc3ccc(C)cc3)CC2)cc(OC)c1O	-6
O=C(CCNS(=O)(=O)c1ccccc1)N1CCN(C(c2ccccc2)c2ccccc2)CC1	-3
O=C(NCc1ccc(Cl)cc1)c1ccc(-c2ccccc2C(F)(F)F)o1	3
Cc1[nH]n(-c2cccc(Cl)c2)c(=O)c1C=NCc1ccco1	8
COc1ccc2nc(NC(=O)CCc3cc(OC)c(OC)c(OC)c3)sc2c1	1

Additional structures.
canonical_smiles	TbREL1 inh
O=C(c1ccc(Br)o1)N1CCN=C1SCc1cccc(F)c1	0
Cc1cc(C)c(OCC(=O)N(Cc2cccs2)C2CCS(=O)(=O)C2)c(C)c1 (stereo not drawn)	2
COc1cc(CC(=O)NCc2ccccn2)cc(OC)c1OC	1
CC(C)CCN1CCNC(=O)C1CC(=O)Nc1ccc(F)cc1 (stereo not drawn)	1
O=C(NC1CCCCN(Cc2cccc(Cl)c2)C1=O)c1ccc(Cl)cc1Cl (stereo not drawn)	4
COc1ccc(N2CCN(CCNC(=O)CCN3C(=O)COc4ccccc43)CC2)cc1	-6
O=C(NC1CC1)c1cccc2c1C(=O)c1ccc(N3CCC(Cc4ccccc4)CC3)cc1S2(=O)=O	-3
CC(OC(=O)CCCCCN=C1NS(=O)(=O)c2ccccc21)C(=O)Nc1cc(Cl)cc(Cl)c1 (stereo not drawn)	2

(list continues)
canonical_smiles	TbREL1 inh
CCOC(=O)c1c(C)nc2ccc(Cl)cc2c1-c1ccccc1	-4
Cc1c(NC(=O)CCSc2ccc(Cl)cc2)c(=O)n(-c2ccccc2)n1C	-3
CCOC(=O)C(Cc1ccccc1)NC(=O)CNC(C)=O (stereo not drawn)	4
S=C(NCCc1ccccc1)NC1CCCCCC1	-6
C=CCOC(=O)C1=C(C)N=C2SCCC(=O)N2C1c1cccs1 (stereo not drawn)	-1
COc1ccccc1OC(C)C(=O)Nc1ccc2c(c1)OCCO2 (stereo not drawn)	3
C=CCN1C(=O)C(Cc2ccc(SC(F)F)cc2)SC1=Nc1ccc(C(=O)O)cc1 (stereo not drawn)	0
C(=C\c1ccccc1)/CN1CCN(C(CCc2ccccc2)c2nnnn2-c2ccc3c(c2)OCCO3)CC1 (stereo not drawn)	0

Going on with the list.
canonical_smiles	TbREL1 inh
COc1ccc(/C=N/NC(=O)c2ccc(Cn3cc([N+](=O)[O-])cn3)o2)c(OC)c1C	0
CCn1c(=O)cc(OCC(=O)NCC2CCCO2)c2ccccc21 (stereo not drawn)	-1
COc1ccc(Nc2nnc(SC(C(=O)Nc3ccc(OC)c(Cl)c3)c3ccccc3)s2)cc1 (stereo not drawn)	0
COC(=O)c1cc(C(=O)c2cc(F)ccc2O)cn2c(=O)c3c(C)c(C)sc3nc12	0
CN(C)c1nc(OCCOC(=O)COc2ccc(Cl)cc2Cl)nc(N(C)C)n1	1
CC(NC(=O)c1ccc(-c2ccccc2)cc1)C(c1ccccc1)N1CCOCC1 (stereo not drawn)	3
N#Cc1ccccc1NC(=O)CSc1cn[nH]n1	4
COC(C)(C)[C@H](O)COc1c2ccoc2cc2oc(=O)ccc12	-1

(next part)
canonical_smiles	TbREL1 inh
COc1cc(NC(=O)C2(C)CCCN2C(=O)C(C)C)cc(OC)c1OC (stereo not drawn)	1
O=C(c1ccc(=O)[nH]c1)N1CCN(S(=O)(=O)c2ccc3ccccc3c2)CC1	4
CC1CN(c2nc3ccccn3c(=O)c2/C=C(\C#N)C(N)=O)CC(C)O1 (stereo not drawn)	-1
CC1(C)CC(=O)C=C(NCCN2CCN(C(=O)Nc3ccccc3)CC2)C1	-2
O=C(Cn1c(=O)c2sccc2n(Cc2ccc([N+](=O)[O-])cc2)c1=O)NCCc1ccccc1	-1
O=C(COC(=O)c1nc(Cl)c(Cl)c(Cl)c1Cl)NCc1ccccc1	0
O=C(Cc1ncon1)Nc1ccc(F)c(F)c1F	0
O=C(Nc1ccc2c(c1)OCCO2)C1CCN(S(=O)(=O)c2ccc3c(c2)OCCO3)CC1	-1

Next part
canonical_smiles	TbREL1 inh
Cc1nnc(SCC(=O)NC(=O)NC(C)C)s1	10
O=C1CC(N2CCN(Cc3ccc(Cl)cc3)CC2)C(=O)N1CCc1ccccc1 (stereo not drawn)	3
CCOC(=O)[C@@]12CCC3=C1N(CCC3)C(=O)[C@H](CC(=O)N1CCN(C(=O)c3ccco3)CC1)C2	1
CC1CC(=O)c2cnc(N3CCOCC3)nc2C1 (stereo not drawn)	1
Cn1c(NC(=O)c2cc(Cl)ccc2Cl)cc(=O)n(C)c1=O	8
Clc1ccccc1-c1nnc2n1-c1ccccc1SC2	0
